From PubChem
NPC1 prom act – NPC1 promoter activation; Huh7 NPC1 promoter luciferase reporter, 24 h; Potency, µM (highest dose often 9.22 µM), for inactives: at the top dose activation, hits mostly activators; 2.4% of 320,000 active; AID 485313;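 also: potency is read from the fitted curve at half-maximal effect; % of control where 0% means no effect; nearly all actives have a fitted effect of over 60% in size; reporter is driven by a mutant NPC1 promoter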
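In 1536-well qHTS, Huh7 cells harboring an NPC1 promoter–luciferase construct received compound for 24 h; activation was quantified by luminescence following luciferase reagent addition.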
ELG1 DNA repair – ELG1-dependent DNA repair inhibition | HEK293T ELG1-luciferase reporter, luminescence, 16 h; DNA damage induced by 5-fluorouridine | Potency, µM (titrated, usually from 46.1 µM), for the others: at the highest dose activity change, negative = inhibition, hits mostly inhibitors | 2.3% of 330,000 active; also: potency is read from the fitted curve at half-maximal effect; % is scaled to controls: 0 for no effect and ±100 for the full control effect; nearly all actives have a fitted effect of over 55% in size
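5-Fluorouridine DNA damage + compound/DMSO, 2,000 cells/well, 16 h, 37 °C/5% CO2. ONE-Glo, 30 min RT, luminescence. Readout = decrease in reporter signal.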
MBNL1-CUG inh – inhibitors of human MBNL1 binding to CUG repeat RNA. Q9NR56. TR-FRET MBNL1-His/biotin-(CUG)12 binding, 665/545 ratio. Potency, µM (titrated, usually from 57.5 µM), inactives show top-dose activity change, negative = inhibition, actives largely listed as inhibitors. 0.036% of 280,000 active. AID 2675; active = well fitted inhibition curve with a large enough effect in the signal ratio, with a control signal flat, not every such curve was filed as active; inconclusive = small, poorly fitted or top-dose-only effect, or effect the other way, or a change in a side signal; inactive = no such curve, though single readings can be large or run the other way; the % refers to the signal ratio; also: potency is read from the fitted curve at half-maximal effect; % is scaled to controls: 0 for no effect and ±100 for the full control effect
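Inhibition of protein-RNA binding appears as loss of TR-FRET between terbium anti-His antibody on MBNL1-His and streptavidin-XL665 on biotin-(CUG)12. Activity is normalized to buffer-only and uninhibited-complex controls.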
FLuc counter – inhibits or activates purified firefly luciferase, miR-21 counter-screen; 6.9% of 360,000 active; purified FLuc, Km substrates, luminescence inhibition; Potency, µM (top dose mostly 57.5 µM), for the others: at the top dose activity change, negative = inhibition, most hits filed as inhibitors;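 also: potency is read from the fitted curve at half-maximal effect; plate controls were vehicle for no effect and reference inhibitor for full effect; nearly all actives have a fitted effect of over 55% in size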
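Purified P. pyralis luciferase, 10 nM final, with Km-level 10 uM D-luciferin and 10 uM ATP in 50 mM Tris acetate pH 7.5, 10 mM Mg acetate, 0.01% Tween-20, 0.05% BSA; 6-point qHTS titration about 60 µM downward; luminescence read.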
Rab9 promoter act – activators of Rab9 promoter; AID 485297; 2.8% of 320,000 active; Potency, µM (titrated, usually from 9.22 µM), for inactives: top-dose activation, negative = inhibition, hits mostly activators; Huh7 Rab9 promoter-luciferase reporter, luminescence, 24 h; also: potency is read from the fitted curve at half-maximal effect; % of control where 0% means no effect; nearly all actives have a fitted effect of over 60% in size
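Using Huh7 cells stably transfected with Rab9 promoter–luciferase, compounds were incubated 24 h at 37 °C, 5% CO2; luciferase luminescence was read 10 min after reagent addition.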
Gal4-VP16 FLuc – inhibits Gal4-VP16 luciferase reporter, ROR gamma counter-screen. Drosophila S2 Gal4-VP16 UAS-luciferase, luminescence, 20 h. Potency, µM (doses to about 53.6 µM), inactives show top-dose activity, negative = inhibition, usual class: inhibitors. 3.5% of 310,000 active;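 also: Gal4-VP16 expression switched on by copper sulfate through the metallothionein promoter; potency is read from the fitted curve at half-maximal effect; % is scaled to controls: 0 for no effect and ±100 for the full control effect; nearly all actives have a fitted effect of over 50% in size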
PKM2 act – increases activity of human pyruvate kinase M2; P14618; purified PKM2, Kinase-Glo ATP luminescence, activation; response scale: 0% is enzyme alone, no compound; Potency, µM (top dose mostly 57.5 µM), for inactives: top-dose activation, most hits filed as activators; 0.34% of 260,000 active; AID 1631; also: potency is read from the fitted curve at half-maximal effect; % is scaled to controls: 0 for no effect and ±100 for the full control effect; nearly all actives have a fitted effect of over 55% in size
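Purified hPK-M2 (>95% pure) converted ADP (0.1 mM final) to ATP with 0.5 mM PEP in 50 mM imidazole pH7.2, KCl, MgCl2, Tween 20, BSA; 1 h at room temperature. ATP detected by Kinase-Glo luminescence.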
RORg inh – ROR gamma (mouse) transcription inhibition | Drosophila S2 Gal4-RORgamma UAS-luciferase reporter, 20 h | Potency, µM (series often up to 53.6 µM), for inactives: at the top dose activity change, negative = inhibition, hits mostly inhibitors | 5.4% of 310,000 active; also: potency is read from the fitted curve at half-maximal effect; % is scaled to controls: 0 for no effect and ±100 for the full control effect; nearly all actives have a fitted effect of over 60% in size
Target sequence (P51450 whole entry, looked up, the tested form may be a part): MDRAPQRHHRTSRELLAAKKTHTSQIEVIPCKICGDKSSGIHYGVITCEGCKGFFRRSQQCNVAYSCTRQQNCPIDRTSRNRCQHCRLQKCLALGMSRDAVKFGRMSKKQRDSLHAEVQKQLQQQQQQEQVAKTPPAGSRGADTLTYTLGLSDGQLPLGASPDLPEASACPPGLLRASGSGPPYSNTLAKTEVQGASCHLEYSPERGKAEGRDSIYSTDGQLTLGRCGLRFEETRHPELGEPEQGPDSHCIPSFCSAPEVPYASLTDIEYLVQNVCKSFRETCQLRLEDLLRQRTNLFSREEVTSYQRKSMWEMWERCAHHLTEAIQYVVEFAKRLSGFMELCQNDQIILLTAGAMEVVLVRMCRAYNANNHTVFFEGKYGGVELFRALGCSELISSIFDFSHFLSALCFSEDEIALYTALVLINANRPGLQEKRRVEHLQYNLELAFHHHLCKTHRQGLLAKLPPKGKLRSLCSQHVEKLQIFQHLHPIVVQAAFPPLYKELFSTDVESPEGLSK
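In this cell-based reporter format, copper sulfate (700 uM final) drives Gal4–ROR gamma fusion expression from a metallothionein promoter in Drosophila Schneider cells; compounds preincubated 1 hr, reporter read after 20 hr at ambient temperature.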
KCNH2 3.1 inh – KCNH2 3.1 (human) potassium channel inhibition; U2OS KCNH2 3.1, thallium flux FluxOr; hits give low values; activity change, % (tested at about 1.8 µM); 0.95% of 340,000 active;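 active = maximum activity change below -70%; inconclusive = maximum activity change from -70% to -50%; inactive = maximum activity change above -50%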;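 also: thallium influx rate constant from kinetic fluorescence after stimulation buffer; % is scaled to controls: 0 for no effect and ±100 for the full control effect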
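U2OS cells transduced with KCNH2 3.1 mutant virus (1.77 x 10^8 /mL, 4 h), plated overnight at 37 C, loaded 45 min with FluxOr dye plus Red40 quencher. Thallium flux rate constant from kinetic reads after stimulation buffer, normalised to controls.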
Mito fusion act – blocks mitochondrial division or promotes mitochondrial fusion; 0.23% of 320,000 active; AID 485298; Potency, µM (highest dose often 46.1 µM), for the others: top-dose growth rescue (activation), actives largely listed as activators; S. cerevisiae fusion-defective mutant growth rescue, CellTiterGlo 48 h;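 also: potency is read from the fitted curve at half-maximal effect; % of control where 0% means no effect; nearly all actives have a fitted effect of over 45% in size; temperature-sensitive fusion mutants such as fzo1-1 at 37 °C on non-fermentable ethanol glycerol medium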
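Read-out: ATP-based luminescence (CellTiterGlo, 10 min ambient) reporting growth of fusion-defective ts yeast after 48 hours at 37C on glycerol/ethanol YPEG medium in the presence of compound.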
Menin MLL FP TR – displaces Texas Red mutant MLL peptide from human menin; 0.23% of 270,000 active; O00255; AID 1768; Potency, µM (titrated, usually from 61.6 µM), for the others: top-dose FP activity change, negative = inhibition, hits mostly inhibitors; Menin + Texas Red MLL mutant peptide, fluorescence polarization; active = well fitted inhibition curve with a large enough effect in the polarisation, with a control signal flat, not every such curve was filed as active; inconclusive = small, poorly fitted or top-dose-only effect, or effect the other way, or a change in a side signal; inactive = no such curve, though single readings can be large or run the other way; the % refers to the polarisation; also: potency is read from the fitted curve at half-maximal effect; % of control where 0% means no effect; many of its hits are not listed in these tables
Target sequence (O00255 whole entry, looked up): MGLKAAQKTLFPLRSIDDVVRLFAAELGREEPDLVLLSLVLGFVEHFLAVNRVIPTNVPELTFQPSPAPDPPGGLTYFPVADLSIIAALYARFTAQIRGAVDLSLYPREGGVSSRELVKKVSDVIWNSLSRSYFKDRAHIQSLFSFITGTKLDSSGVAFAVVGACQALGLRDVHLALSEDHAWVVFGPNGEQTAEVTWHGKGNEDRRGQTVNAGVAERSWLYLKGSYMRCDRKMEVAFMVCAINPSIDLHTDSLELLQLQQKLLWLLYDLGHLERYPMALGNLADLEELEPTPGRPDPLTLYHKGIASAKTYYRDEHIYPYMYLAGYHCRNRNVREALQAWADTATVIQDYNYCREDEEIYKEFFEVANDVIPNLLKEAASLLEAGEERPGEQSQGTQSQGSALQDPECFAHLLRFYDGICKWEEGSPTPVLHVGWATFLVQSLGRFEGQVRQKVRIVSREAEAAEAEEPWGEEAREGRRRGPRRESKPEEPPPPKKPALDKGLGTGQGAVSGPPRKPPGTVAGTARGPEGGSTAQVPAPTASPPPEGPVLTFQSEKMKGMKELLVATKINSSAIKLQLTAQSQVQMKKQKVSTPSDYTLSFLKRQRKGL
Active calls of the source: *; ? = inconclusive; nt = not tested or not shown; & = joins results of further samples; [ ] = another dose, or the depositor's remark. Unless noted, calls follow the shape of the dose curve; as a rule, active = well fitted curve in the direction sought with a large enough effect; inconclusive = small, poorly fitted or top-dose-only effect, or another doubt; inactive = no such curve, though single readings can be large; an effect the other way counts as inactive or inconclusive. Only part of the results is shown; the hit share may differ from the screen's.

The first 3 records, to show the layout:
entry	SMILES	NPC1 prom act	ELG1 DNA repair	MBNL1-CUG inh	FLuc counter	Rab9 promoter act	Gal4-VP16 FLuc	PKM2 act	RORg inh	KCNH2 3.1 inh	Mito fusion act	Menin MLL FP TR
1	COc1ccc(CC(=O)NCC(=O)N/N=C(/C)c2ccco2)cc1	-4%	5%	1%	1%	1%	8%	-3%	3%	-11	4%	-1%
2	Cn1c(SCC(=O)c2cc3ccccc3o2)nnc1-c1ccccc1	0%	0%	?	-9%	3%	?	15%	?	2	-2%	2%
3	COc1cccc(OCc2nc3ncc(Br)cc3[nH]2)c1	-8%	?	0%	-19%	12%	-28%	0%	41%	0	-1%	0%

Results, from the first entry:
entry	SMILES	NPC1 prom act	ELG1 DNA repair	MBNL1-CUG inh	FLuc counter	Rab9 promoter act	Gal4-VP16 FLuc	PKM2 act	RORg inh	KCNH2 3.1 inh	Mito fusion act	Menin MLL FP TR
1	COc1ccc(CC(=O)NCC(=O)N/N=C(/C)c2ccco2)cc1	-4%	5%	1%	1%	1%	8%	-3%	3%	-11	4%	-1%
2	Cn1c(SCC(=O)c2cc3ccccc3o2)nnc1-c1ccccc1	0%	0%	?	-9%	3%	?	15%	?	2	-2%	2%
3	COc1cccc(OCc2nc3ncc(Br)cc3[nH]2)c1	-8%	?	0%	-19%	12%	-28%	0%	41%	0	-1%	0%
4	Cc1cnc(C(=O)OCC(=O)N(C(C)C)C(C)C)cn1	-3%	0%	-3%	1%	0%	-4%	-8%	-4%	-6	-2%	1%
5	Cc1ccc(NC(=O)C2CCCN2S(=O)(=O)c2ccc3c(c2)n(C)c(=O)c(=O)n3C)cc1C (stereo unspecified)	0%	14%	-4%	-5%&4%	-2%	2%	1%	0%	8	-1%	-4%
6	CC(C)(C)C(=O)Nc1ccc(C(=O)CN2C(=O)NC3(CCOc4ccccc43)C2=O)cc1 (stereo unspecified)	-4%	-21%	nt	?	2%	nt	nt	nt	15	0%	nt
7	COc1ccccc1-c1oc2ccccc2c1-c1ccc2cc[nH]c2c1	-2%	-9%	nt	0%	-4%	nt	nt	nt	-5	?	nt
8	COc1ccc(-n2c(=S)[nH]c3cc(C(=O)NCc4ccco4)ccc3c2=O)cc1OC	2%&-6%	-13%&7%	-11%&-1%	4%&-5%	-10%&0%	2%&-3%	-7%&1%	-19%&-13%	5&4	2%&-3%	?
9	Cc1ccc(S(=O)(=O)NCC(c2ccccc2)N2CCCCC2)cc1 (stereo unspecified)	-4%	-8%	nt	-1%	-2%	-1%	-7%	-1%	-11	7%	nt
10	O=C(O)c1ccc(Nc2nc(-c3ccccc3)c3ccccc3n2)cc1	-3%	7%	2%	?	-1%	10%	-16%	-16%	5	2%	2%
11	CCCCCCCn1c(NC(=O)CC)nc2ccccc21	-9%	?	-6%	0%	-8%	0.63µM*	19%	0.089µM*	-6	12%	nt
12	COc1ccc(C)cc1NC(=O)C(Sc1nnc(Nc2cc(C)ccc2OC)s1)c1ccccc1 (stereo unspecified)	0%	?	4%	-2%	-13%	-6%	0%	-18%	-11	6%	-24%
13	CSc1ncc(Cl)c(C(=O)C(C#N)c2nc3c(C)cc(C)cc3c(=O)[nH]2)n1 (stereo unspecified)	-3%	?	-11%	?	-4%	5%	1%	23%	-7	17%	2%
14	CNC(=O)COC(=O)c1cc(=O)[nH]c2ccccc12	-2%	13%	?	-1%	-7%	1%	3%	-15%	-9	2%	1%
15	Cc1cccc2cc(CN(CC3CCCO3)C(=O)c3ccco3)c3nnnn3c12 (stereo unspecified)	-7%	-2%	-7%	-3%	-3%	-8%	-9%	-1%	nt	2%	-10%
16	COc1cccc(CNC(=O)Cn2ccc3cc(S(=O)(=O)N4CCCCCC4)ccc32)c1OC	-6%	?	2%	1%	4%	2%	13%[0.46 µM]	15%	11	-1%	14%
17	CCOc1ccc(CCNC(=O)COC(=O)c2ccccc2O)cc1OCC	-6%	-5%	2%	1%	-2%	1%	1%	18%	0	3%	-4%
18	Cc1ccc(S(=O)(=O)Nc2ccc(O)c(S(=O)(=O)c3ccc(C)cc3)c2)cc1	-1%	-9%	-11%	-3%	-1%	nt	1%	nt	nt	0%	21%
19	O=C(CCc1ccccc1)Nc1ccc(S(=O)(=O)Nc2nccs2)cc1	2%	-15%	5%	-1%	-7%	-9%	?	3%	-7	-1%	17%
20	CN(C)CCCN(C(=O)COc1ccccc1)c1nc2c(F)cccc2s1	-4%	11%	-8%	-2%	-3%	0%	8%	6%	-10	24%	-11%
21	Cc1ccc(CNC(=O)CN(c2ccc(Cl)cc2)S(C)(=O)=O)cc1	21%	?	-8%	?	16%	7%	0%	-21%[1.91 µM]	-2	12%	0%
22	N/C(=N\OC(=O)CCCc1ccccc1)c1ccccc1	9%	0%	6%	4.8µM*	17%	23%	-4%	42%	-8	2%	nt
23	CC(C)Oc1ccc(N2CC(C(=O)Nc3ccccc3F)CC2=O)cc1 (stereo unspecified)	0%	1%	-7%	-2%	-2%	10%	-1%	0%	-2	0%	-11%
24	O=C(c1cccnc1)N1CCN(C(=O)c2cccs2)CC1	2%	-3%	7%	3%[2.3 µM]	-3%	7%	-8%	18%	-4	0%	0%
25	Cc1nc(CNC(=O)c2cc(COc3c(F)cccc3F)on2)cs1	-3%	0%	-7%	-5%	1%	2%	1%	8%	-6	1%	nt
26	Cc1ccc(-c2nc(CS(=O)CC(=O)NCc3ccc(Cl)cc3)c(C)o2)cc1 (stereo unspecified)	1%	-8%	0%	3%	-5%	0%	8%	13µM*	3	1%	0%
27	O=S(=O)(c1ccc(Cl)cc1)c1snnc1-c1ccccc1	-5%	?	-6%	-2%	-6%	?	0%	?	7	-6%	12%
28	O=C(NNC1OC(CO)C(O)C(O)C1O)c1cccnc1 (stereo unspecified)	-2%	13%	-3%	4%	-1%	-24%	-4%	-5%	-34	-1%	8%
29	CCOc1ccc(S(=O)(=O)N2CCC(C(=O)N3CCCC3)CC2)cc1C	-3%	0%	?	0%	0%	0%	4%	?	15	5%	-9%
30	Cc1c(CCOC(=O)c2cc([N+](=O)[O-])cc([N+](=O)[O-])c2)sc[n+]1CC(=O)c1ccc(Br)cc1	-7%	?	?	0%	-7%	0%	8%	4µM*	-8	-8%	-27%

More records follow.
entry	SMILES	NPC1 prom act	ELG1 DNA repair	MBNL1-CUG inh	FLuc counter	Rab9 promoter act	Gal4-VP16 FLuc	PKM2 act	RORg inh	KCNH2 3.1 inh	Mito fusion act	Menin MLL FP TR
31	COc1ccc(OCCNC(=O)CSc2ccc(C(F)(F)F)cc2[N+](=O)[O-])cc1	1%	11%	nt	3%	-4%	-19%	-5%	-12%	4	-5%	13%
32	COc1ccccc1NC(=O)CCS(=O)(=O)c1ccccc1	-1%	29%	-6%	-1%	-2%	-8%	-1%	25%	6	-1%	6%
33	O=C(CCN1C(=O)c2ccccc2C1=O)N1CCN(C(=O)c2ccccc2)CC1	2%	6%	14%	-5%	1%	-13%	-4%	-10%	0	-1%	-24%
34	COCCNC(=S)Nc1cc(OC)c(OC)cc1C#N	-9%	-1%	-8%	-2%	-1%	1%[10 µM]	14%	?	5	-7%	-25%
35	CC(=O)c1cccc(NC(=O)CSc2nnc(-c3cccnc3)o2)c1	0%	17%	5%	5%	-6%	-9%	?	50%	0	-1%	3%
36	COC(=O)c1ccc(Oc2nc(N3CCCCC3)nc(N3CCOCC3)n2)cc1	-4%	-4%	5%	-3%	-9%	-5%	9%	?	4	12%	-1%
37	O=C(Nc1nccs1)C(Br)C(Br)c1ccccc1 (stereo unspecified)	1.1µM*	?	14%	4.8µM*	0.5µM*	-7%	nt	?	-7	-12%	nt
38	CC(Cc1ccccc1)C(=O)Nc1ccccc1 (stereo unspecified)	-4%	?	14%	-9%	0%	18%&3%	-3%&-2%	-16%&4%	-1	0%	7%&-9%
39	O=C(CCc1nnc(-c2ccc3c(c2)OCO3)o1)NCCc1ccccc1F	1%	2%	-4%	1%	0%	-2%	nt	-17%	-2	4%	-1%
